# M1 PAM parental – M1 PAM counterscreen hit in parental CHO-K1 cells. activation, % at 3 µM. 360,000 tested, 0.02% active. ATP EC20, Fluo-8 calcium fluorescence; 0% at ATP EC20, 100% at ATP max;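 active = activation above the run cutoff, the mean activation of all test compounds plus 3 SD, cut at about 40% in these data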;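 note: peak over basal fluorescence ratio in a 140 s read after ATP addition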
# CHO-K1 Ca antag – nonselective inhibitor or artifact in parental CHO-K1 cells. inhibition, % at 3 µM. 360,000 tested, 0.6% active. ATP-induced calcium, Fluo-8 fluorescence;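 active = inhibition above a per-plate cutoff, the plate's mean sample inhibition plus 3 SD, cut at about 24% in these data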;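 note: 0% = DMSO plus EC80 ATP and 100% = DMSO alone without ATP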
# M5 PAM – positive allosteric modulators of human muscarinic M5 receptor | P08912 | CHO-K1 hM5, Fluo-8 calcium, ACh EC20 PAM; 0% = ACh EC20, 100% = ACh EC100 | activation, % at 3 µM | 360,000 tested, 0.3% active;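 active = activation above the run cutoff, the mean activation of all test compounds plus 3 SD, cut at about 18% in these data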
# Target sequence (P08912 whole entry, looked up): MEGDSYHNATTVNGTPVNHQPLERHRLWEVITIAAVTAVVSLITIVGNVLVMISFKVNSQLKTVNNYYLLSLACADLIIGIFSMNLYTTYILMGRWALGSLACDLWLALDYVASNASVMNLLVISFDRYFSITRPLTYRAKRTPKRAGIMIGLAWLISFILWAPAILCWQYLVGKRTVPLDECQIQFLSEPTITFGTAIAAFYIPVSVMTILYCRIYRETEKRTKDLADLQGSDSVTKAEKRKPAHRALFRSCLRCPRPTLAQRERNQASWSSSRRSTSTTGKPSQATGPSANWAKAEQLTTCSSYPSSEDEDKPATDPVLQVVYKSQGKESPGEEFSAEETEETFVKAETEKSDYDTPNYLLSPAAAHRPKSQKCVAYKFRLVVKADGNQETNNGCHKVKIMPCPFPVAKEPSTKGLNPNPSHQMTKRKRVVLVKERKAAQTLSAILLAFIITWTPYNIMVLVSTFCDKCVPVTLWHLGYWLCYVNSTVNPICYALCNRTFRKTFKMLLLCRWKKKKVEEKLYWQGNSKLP
#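 Replicates: One well per compound, no replicates | System: Human M5 receptor in CHO-K1 cells | Benchmarks: Low control EC20 acetylcholine (0%), high control EC100 acetylcholine (100%) | Probe or stimulus: Acetylcholine, EC20 level | Times: Fluo-8 loading 80 min at 37 °C plus 30 min room temperature | Signal: Intracellular calcium via Fluo-8 fluorescence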
# M4 ag – agonists of human muscarinic M4 receptor (CHRM4); P08173; CHO-K1 hM4/Gqi5, Fluo-8 calcium fluorescence; vehicle 0%, full acetylcholine response 100%; activation, % at 3 µM; 360,000 tested, 0.14% active;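 active = activation above the run mean over all test wells plus 3 SD, cut at about 32% in these data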;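 note: peak over basal fluorescence ratio per well then scaled between controls; 0% = DMSO wells and 100% = acetylcholine at EC100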
# Target sequence (P08173 whole entry, looked up): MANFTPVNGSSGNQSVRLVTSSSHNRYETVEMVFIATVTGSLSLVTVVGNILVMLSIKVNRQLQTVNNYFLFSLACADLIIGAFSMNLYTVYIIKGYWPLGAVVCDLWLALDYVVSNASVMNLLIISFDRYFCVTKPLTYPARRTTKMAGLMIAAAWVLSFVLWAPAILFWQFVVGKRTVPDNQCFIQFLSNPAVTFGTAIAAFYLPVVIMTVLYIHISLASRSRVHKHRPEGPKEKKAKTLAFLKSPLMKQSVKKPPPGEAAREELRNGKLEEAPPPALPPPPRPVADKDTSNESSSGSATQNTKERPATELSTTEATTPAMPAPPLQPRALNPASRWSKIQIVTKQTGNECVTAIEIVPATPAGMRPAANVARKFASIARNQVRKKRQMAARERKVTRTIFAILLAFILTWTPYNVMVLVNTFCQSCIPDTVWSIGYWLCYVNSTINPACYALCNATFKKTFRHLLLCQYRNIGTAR
# M5 antag – blocks acetylcholine activation of human M5 receptor. P08912. CHO-hM5 cells, Fluo-8 calcium fluorescence, ACh EC80. inhibition, % at 3 µM. 360,000 tested, 0.59% active;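 active = inhibition above a per-plate cutoff, the mean of that plate's test compounds plus 3 SD, cut at about 27% in these data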;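 note: 0% = acetylcholine EC80 with DMSO and 100% = DMSO without agonist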
# M4 PAM – positive allosteric modulators of human muscarinic M4 receptor. 360,000 tested, 0.4% active. P08173. CHO-K1 hM4/Gqi5, Fluo-8 calcium fluorescence, ACh EC20; 0% = ACh EC20, 100% = maximal ACh. activation, % at 3 µM;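 active = activation above its plate's cutoff, the mean activation of sample wells plus 3 SD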; note: some results filed as inactive read as strong as hits
# CHRM5 agonist – agonists of human muscarinic M5 receptor (CHRM5); P08912; CHO-K1 hM5 cells, Fluo-8 calcium fluorescence; 0% DMSO wells, 100% maximal acetylcholine response; activation, % at 3 µM; 360,000 tested, 0.19% active;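 active = activation above the run's mean over test compounds plus 3 SD, cut at about 23% in these data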;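 note: signal is peak over basal fluorescence ratio across the kinetic read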
# M1 ag parental – counter-screen for M1 agonists: effect in parental CHO-K1 cells | Fluo-8 calcium fluorescence; scaled to maximal ATP response, vehicle zero | activation, % at 3 µM | 360,000 tested, 0.48% active | AID 602248; in the data active = activation above about 15%;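 note: untransfected CHO-K1 host cells lacking M1 receptor as counterscreen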
# CHRM4 antagonist – CHRM4 antagonism in calcium assay; P08173; CHO-hM4 cells, ACh EC80, Fluo-8 calcium fluorescence; inhibition, % at 3 µM; 360,000 tested, 0.73% active; AID 624125;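 active = inhibition above its plate's cutoff, the mean inhibition of sample wells plus 3 SD, cut at about 27% in these data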;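 note: 0% = acetylcholine EC80 with DMSO and 100% = DMSO without agonist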
# * marks the source's active call; other numbers are inactive results.
# The first 4 entries (preview)
SMILES,M1 PAM parental,CHO-K1 Ca antag,M5 PAM,M4 ag,M5 antag,M4 PAM,CHRM5 agonist,M1 ag parental,CHRM4 antagonist
COc1ccc(C(=O)Nn2cnnc2)cc1OC,14,-9,-4,0,10,0,1,0.4,-9
CCN(c1ccccc1)S(=O)(=O)c1ccc(C(=O)NCc2ccco2)cc1,1,-1,-9,3,0,-6,1,1.5,-2
COC(=O)[C@H](CC(C)C)NC(=O)NCCCc1ccccc1,12,6,1,0,3,-1,-2,3.9,4
CC1CN(C(=O)c2cccc(S(=O)(=O)N3CCN(c4ccccc4)CC3)c2)CC(C)O1 (configuration not stated),18,-2,-7,5,2,3,3,3.3,1

# The list itself, previewed entries included:
SMILES,M1 PAM parental,CHO-K1 Ca antag,M5 PAM,M4 ag,M5 antag,M4 PAM,CHRM5 agonist,M1 ag parental,CHRM4 antagonist
COc1ccc(C(=O)Nn2cnnc2)cc1OC,14,-9,-4,0,10,0,1,0.4,-9
CCN(c1ccccc1)S(=O)(=O)c1ccc(C(=O)NCc2ccco2)cc1,1,-1,-9,3,0,-6,1,1.5,-2
COC(=O)[C@H](CC(C)C)NC(=O)NCCCc1ccccc1,12,6,1,0,3,-1,-2,3.9,4
CC1CN(C(=O)c2cccc(S(=O)(=O)N3CCN(c4ccccc4)CC3)c2)CC(C)O1 (configuration not stated),18,-2,-7,5,2,3,3,3.3,1
CCN(CC)C(=O)c1ccc(NS(=O)(=O)c2ccccc2)cc1,-5,4,-5,1,-4,1,-4,0.1,2
COc1cccc(C(=O)OCC(=O)NC(=O)NC2CCCC2)c1O,18,-8,-11,1,7,-5,2,1.1,4
O=C(O)/C=C/C(=O)Nc1ccc(OC(F)F)cc1,10,-11,1,0,2,-3,0,1.4,3
O=C(O)CCCC(=O)Nc1nc2n(n1)C(c1ccc(F)cc1)CC(c1ccc(Cl)cc1)N2 (configuration not stated),1,-19,-3,-1,-6,0,-2,0.2,-10
COc1ccc(-c2nc3cc(C)c(Br)c(C)n3c2CC(C)(C)C)cc1OC,19,-3,4,-1,-10,1,1,0.3,-11
C/C=C(\CS(=O)(=O)c1ccccc1)S(=O)(=O)c1ccccc1,16,-4,-2,1,2,7,-3,0.4,-9
O=[N+]([O-])c1cc(Cl)ccc1-c1nc(-c2ccccc2)no1,18,-7,-4,1,4,7,-1,0.1,4
CN(C)/C(CN1CCCCC1)=C1\N=C(c2ccccc2)OC1=O,20,-10,8,5,-5,14,0,4.0,6
CCCNc1nc(C)cc(-c2cc(-c3ccccc3)on2)n1,11,-14,-2,-1,12,8,-5,-0.5,6
CCc1ccccc1NC(=O)CSc1n[nH]c(C)c1[N+](=O)[O-],3,1,-8,7,1,-3,1,7.2,-6
COc1ccccc1OCCNC(=O)c1ccco1,5,-3,2,1,-3,4,-4,0.8,-6

# Of the compounds above, these contain a furan ring, fused or not.
SMILES,M1 PAM parental,CHO-K1 Ca antag,M5 PAM,M4 ag,M5 antag,M4 PAM,CHRM5 agonist,M1 ag parental,CHRM4 antagonist
CCN(c1ccccc1)S(=O)(=O)c1ccc(C(=O)NCc2ccco2)cc1,1,-1,-9,3,0,-6,1,1.5,-2
COc1ccccc1OCCNC(=O)c1ccco1,5,-3,2,1,-3,4,-4,0.8,-6

# Next compounds
SMILES,M1 PAM parental,CHO-K1 Ca antag,M5 PAM,M4 ag,M5 antag,M4 PAM,CHRM5 agonist,M1 ag parental,CHRM4 antagonist
Cc1cnc(C(=O)OC(C(=O)Nc2cc(C(F)(F)F)ccc2Cl)c2ccccc2)cn1 (configuration not stated),-5,-2,2,0,6,8,2,0.1,-4
CC(C)CNc1ncnc2[nH]ncc12,8,-8,-4,2,8,6,2,0.5,-18
O=C(Cn1cnc2c(cnn2-c2ccccc2)c1=O)c1ccc(Cl)cc1,1,5,-2,1,4,2,2,-0.2,7
CCNC(=O)Nc1ccc2c(c1)c(=O)n(C)n2Cc1ccc(Cl)cc1,12,-7,-2,1,1,3,0,0.2,-3
O=S1(=O)CCN(OCc2ccc(Cl)cc2)CC1,2,1,-11,1,20,5,-2,-0.3,3
CN(C)CC(C)(C)CNC(C(=O)Nc1ccc(Cl)cc1C(F)(F)F)c1ccccc1 (configuration not stated),-7,6,-9,0,-5,-9,-8,-0.7,0
O=C(CSc1nnc(-c2ccccc2)o1)Nn1cnnc1,23,-8,2,0,2,4,0,0.1,-5
Cc1ccc2[nH]c3c(c2c1)CN(C(=O)CN1CCN(Cc2ccc4c(c2)OCO4)CC1)CC3,15,-4,1,7,12,-7,-7,3.9,5
CC1(C)CC(=O)C2=C(C1)Nc1ccccc1NC2c1ccc(F)cc1 (configuration not stated),4,-1,-1,0,8,-4,2,0.6,11
CN(C)S(=O)(=O)c1ccc(C(=O)N2CCOCC2)cc1,18,-9,-2,2,1,10,-4,0.6,-22
COc1cccc(NC(=O)N(C2CCCCC2)C(C)c2cccs2)c1 (configuration not stated),15,-10,3,2,-6,7,-1,1.0,-2
NS(=O)(=O)c1ccc(CCNC(=O)CNC(=O)c2ccccc2F)cc1,0,-2,3,1,5,-2,-3,-0.2,-7
COC(=O)C1=C(C)OC(N)=C(C#N)C1C1CCCCC1 (configuration not stated),-7,-5,-1,0,2,-3,-3,-0.7,10
CC(C)CCN(CC(=O)NC1CCCC1)C(=O)C(=O)Nc1ccc2c(c1)OCCO2,-4,-5,-5,1,-2,-9,-2,0.8,3
Cc1ccc(-n2nc(C)c3c(C)c(CCC(=O)O)c(C)nc32)cc1,-9,6,0,1,4,4,-5,-0.2,-8

# Molecules above that have a COOH group, in the order listed:
SMILES,M1 PAM parental,CHO-K1 Ca antag,M5 PAM,M4 ag,M5 antag,M4 PAM,CHRM5 agonist,M1 ag parental,CHRM4 antagonist
O=C(O)/C=C/C(=O)Nc1ccc(OC(F)F)cc1,10,-11,1,0,2,-3,0,1.4,3
O=C(O)CCCC(=O)Nc1nc2n(n1)C(c1ccc(F)cc1)CC(c1ccc(Cl)cc1)N2 (configuration not stated),1,-19,-3,-1,-6,0,-2,0.2,-10
Cc1ccc(-n2nc(C)c3c(C)c(CCC(=O)O)c(C)nc32)cc1,-9,6,0,1,4,4,-5,-0.2,-8

# Additional structures follow.
SMILES,M1 PAM parental,CHO-K1 Ca antag,M5 PAM,M4 ag,M5 antag,M4 PAM,CHRM5 agonist,M1 ag parental,CHRM4 antagonist
COc1cc(C(=O)Nc2ccc(Br)cc2C(=O)c2cc(OC)c(OC)c(OC)c2)cc(OC)c1OC,-2,-5,-11,2,9,17,0,0.2,-6
O=C(O)c1ccc2c(=O)[nH]c(CN3CCOCC3)nc2c1,4,3,7,0,-6,5,1,-0.2,1
COC(=O)c1ccccc1S(=O)(=O)N1CCC(C(=O)OCC(=O)NC2CCCCC2C)CC1 (configuration not stated),-7,-2,-1,4,-1,-3,4,1.2,-3
Cn1c(=O)c(C(=O)NCCc2ccc(Cl)cc2)c(O)c2ccccc21,15,-17,7,0,1,-2,2,1.6,5
N#Cc1ccc(-c2cn3c(n2)SCC3)cc1,14,-14,-1,1,-1,7,0,5.2,-7
CCOC(=O)N1CCN(C(=O)c2cc(-c3ccncc3)nc3ccccc23)CC1,9,-5,-4,12,0,-13,4,4.8,9
O=C(C1CCC(CNc2c(N3CCCCC3)c(=O)c2=O)CC1)N1CCCC1 (configuration not stated),11,-14,4,0,6,1,1,0.2,6
O=C(COC(=O)c1ccc2ncsc2c1)NC(=O)c1ccccc1,9,-9,4,2,1,1,1,1.6,-2
CCN(CC)CCNC(=O)c1cc(Sc2nnc(C)s2)nc2ccccc12,19,-1,0,1,2,4,-2,1.1,-4
O=C(NCc1ccccn1)c1cnc2sccn2c1=O,18,-11,4,2,-1,-5,-3,1.3,7
CN(C(=O)c1ccc(Cl)cc1)C1=CCCCC1CCC#N (configuration not stated),-4,4,-5,0,7,-3,-2,-0.1,11
FC(F)(F)c1nnc2ccc(-n3ccnc3)nn12,15,-2,-2,1,-2,4,0,0.1,-1
CCOc1ccc(CCNC(=O)c2cc3c(C)nccc3[nH]c2=O)cc1OCC,7,-6,-16,15,10,-1,3,4.4,-5
COCCC(=O)N1CCC(Oc2ccc(C(=O)N(C)C3CCCCC3)cc2)CC1,22,-1,7,2,2,3,0,2.4,-7
COc1ccc(CCn2c(O)c(C=Nc3cccc(F)c3)c(=O)[nH]c2=O)cc1OC,4,-12,-1,1,8,4,-3,1.2,-4
CCCOc1ccc(/C=N/NC(=O)C2CCCN2S(=O)(=O)c2ccc(Cl)cc2)cc1 (configuration not stated),-7,7,1,1,8,0,-4,0.1,-7
COc1ccc(C2C(C(=O)c3cccs3)=C(O)C(=O)N2c2nncs2)cc1 (configuration not stated),21,-2,0,0,1,2,6,2.3,8
O=C(NCCN1CCCC1)C1(S(=O)(=O)c2ccc(Cl)cc2)CC1,3,-15,-3,0,7,0,-6,0.4,-1
Cc1ccccc1OCCCC(=O)Nc1nncs1,20,-18,3,1,7,-3,-1,0.5,-3
COc1ccc(C(CC(=O)Nc2ccccc2OC)n2cccc2)cc1 (configuration not stated),3,-2,-11,10,8,-6,3,4.7,-1
O=C(/C=C/c1ccccc1)NC(=S)Nc1ccc(N2CCOCC2)cc1,-2,-9,-8,10,5,-7,0,5.6,4
CCOC(=O)c1nnn(-c2nonc2N)c1COc1ccccc1,11,13,0,1,2,-4,1,0.2,5
O=C(Nc1nnc(-c2ccccc2F)s1)c1ccccc1F,20,-9,3,8,5,-4,0,4.3,0
NC1=NC[C@H](Cc2ccc(O)cc2)N1CCC12CC3CC(CC(C3)C1)C2,-2,-12,-8,2,7,-19,-12,0.0,46*
O=C(C[C@@H]1C/C=C/CCCC(=O)O[C@H](c2ccccc2)CNC1=O)N[C@H](CO)Cc1ccccc1,-10,-6,13,2,-5,9,4,0.1,2
COC(=O)[C@]12CCCCC=C1N(CCC1=CCCCC1)C(=O)[C@H](CC(=O)N1CCSCC1)C2,-4,-5,-5,6,1,0,1,2.4,7

# Compound activity (PubChem BioAssay)
